Source: PubChem
VHR inh color – VHR1 (DUSP3) phosphatase inhibition | recombinant VHR phosphatase, colorimetric substrate read-out | inhibition, % at 20 µM | 50,000 tested, 0.7% active | AID 1992; in the data active means inhibition above about 60%; further: some results filed as inactive read as strong as hits
Target sequence (P51452 whole entry, looked up): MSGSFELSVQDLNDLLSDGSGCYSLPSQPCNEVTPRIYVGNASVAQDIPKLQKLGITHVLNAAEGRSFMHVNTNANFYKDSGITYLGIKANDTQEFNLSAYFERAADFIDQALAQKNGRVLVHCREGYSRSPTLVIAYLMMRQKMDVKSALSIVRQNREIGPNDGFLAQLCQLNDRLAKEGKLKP
Numbers without * were called inactive.

Sample of the layout, seven compounds:
| Compound | VHR inh color |
| --- | --- |
| CCOc1ccc(NC(=O)c2c(NC(=O)c3ccc([N+](=O)[O-])cc3)sc3c2CCCC3)cc1 | -6.6 |
| CC1=NN(c2nc(-c3ccc(Cl)cc3)cs2)C(=O)/C1=C\c1ccc2c(c1)OCO2 | -9.8 |
| COc1ccc(NC(=O)c2nn3c(c2Cl)NC(c2cccs2)CC3C(F)(F)F)cc1OC (stereo not drawn) | 4.2 |
| O=C1C2=C(C(c3ccccc3)=NCCN2)C(c2ccc3c(c2)OCO3)N1c1ccccc1 (stereo not drawn) | -10.4 |
| COc1ccc(NC(=O)c2ccc(C3SCC(=O)N3Cc3ccccc3)cc2)cc1 (stereo not drawn) | -23.4 |
| Cc1cc(C)nc(SCN2C(=O)c3ccccc3C2=O)n1 | 6.1 |
| CSc1nc2[nH]c3c(c2c2nnnn12)CCCC3 | -6.1 |

All compounds of this part, from the start:
| Compound | VHR inh color |
| --- | --- |
| CCOc1ccc(NC(=O)c2c(NC(=O)c3ccc([N+](=O)[O-])cc3)sc3c2CCCC3)cc1 | -6.6 |
| CC1=NN(c2nc(-c3ccc(Cl)cc3)cs2)C(=O)/C1=C\c1ccc2c(c1)OCO2 | -9.8 |
| COc1ccc(NC(=O)c2nn3c(c2Cl)NC(c2cccs2)CC3C(F)(F)F)cc1OC (stereo not drawn) | 4.2 |
| O=C1C2=C(C(c3ccccc3)=NCCN2)C(c2ccc3c(c2)OCO3)N1c1ccccc1 (stereo not drawn) | -10.4 |
| COc1ccc(NC(=O)c2ccc(C3SCC(=O)N3Cc3ccccc3)cc2)cc1 (stereo not drawn) | -23.4 |
| Cc1cc(C)nc(SCN2C(=O)c3ccccc3C2=O)n1 | 6.1 |
| CSc1nc2[nH]c3c(c2c2nnnn12)CCCC3 | -6.1 |
| C[C@H](NC(=O)CCc1ccccc1)c1ccccc1 | -5.5 |
| Cc1sc(NC(=O)c2cccnc2)nc1-c1ccc(Br)cc1 | -21.0 |
| CCOC(=O)CC(=O)CSc1nccc(N(C)C)c1C#N | -7.3 |
| CC(=O)C1=C(O)C(=O)N(c2nc3ccccc3s2)C1c1ccc(Cl)cc1 (stereo not drawn) | -3.1 |
| NC(=O)NC(c1ccccc1)c1ccccc1I (stereo not drawn) | -3.5 |
| COc1ccc(S(=O)(=O)NC2CCCCCC2)cc1 | -8.0 |
| CCOc1ccccc1NC(=O)c1c(-c2ccccc2)noc1C | -29.0 |
| O=C(CSc1nnnn1-c1ccccc1)Nc1ccccc1Br | -1.4 |
| CCOC(=O)C1C(=O)CC(O)(c2cccc(Br)c2)CC1C=C(Cl)Cl (stereo not drawn) | -4.5 |
| Cc1ccc(C(=O)Nc2cccc3nsnc23)cc1 | -5.4 |
| O=C(/C=C/Nc1ccc(F)c(Cl)c1)c1ccc(Br)cc1 | -2.3 |
| COc1ccc(C(NC(=O)c2cccc(OC)c2)NC(=O)c2cccc(OC)c2)cc1 | -4.5 |
| COc1ccc(NC(=O)C(=O)N/N=C/c2cccc(OC)c2O)cc1 | -2.1 |
| O=C(CCNc1ccc(Cl)c(C(F)(F)F)c1)c1ccco1 | -4.1 |
| Cc1cc(F)ccc1NCc1ccccn1 | 5.7 |
| CC(=O)c1cccc(Nc2ncnc3ccc(Br)cc23)c1 | 29.8 |
| O=C(CSc1ccc(/C=N/NC(=O)c2cccc(F)c2)o1)Nc1ccccc1 | -11.2 |
| O=C(O)CCCCCN1C(=O)C(=O)/C(=C(/O)c2ccccc2)C1c1ccc(Cl)cc1 (stereo not drawn) | -17.2 |
| O=C(O)CCCCCC1CCNC(=O)N1 (stereo not drawn) | -0.6 |
| C=CCn1c(SCC(=O)NCCCO)nc2sc(C)c(C)c2c1=O | -10.6 |
| CCOC(=O)c1c(NC(=O)Cc2ccc(OC)cc2)sc(C(=O)Nc2cc(C(F)(F)F)ccc2Cl)c1C | 1.1 |
| C/C(=N\N=C1\NC(=O)C(CC(=O)Nc2ccc(Cl)cc2Cl)S1)c1ccc(Cl)cc1 (stereo not drawn) | -3.0 |
| Cc1c(OC(C)C(=O)O)ccc2c(-c3ccccc3)cc(=O)oc12 (stereo not drawn) | -19.3 |
| CC(C)(C)C(=O)Nc1cccc(C(=O)Nc2ccc(O)cc2)c1 | -6.8 |
| CC(C)CCNS(=O)(=O)c1ccc(Cl)cc1 | -7.3 |
| O=C1C2ON(c3ccccc3)C(c3ccccn3)C2C(=O)N1c1cccc(C(F)(F)F)c1 (stereo not drawn) | -7.3 |
| COC(=O)c1ccc(/C=C2\SC(=S)N(c3cccc(C(F)(F)F)c3)C2=O)cc1 | -5.2 |
| CC1(C)C(c2ccccc2)=NC(c2ccc(F)cc2)N1O (stereo not drawn) | -0.6 |
| CN(Cc1ccccc1)C(=O)c1cc(Cl)ccc1Cl | 18.5 |
| OC(c1ccccc1)(c1ccccc1)c1ccnn1-c1ccccc1 | -10.9 |
| O=C1CC(NCc2ccc3c(c2)OCO3)C(=O)N1c1ccc(Br)cc1 (stereo not drawn) | -27.1 |
| CSc1nc2ccc(NC(=O)c3cccs3)cc2s1 | 2.4 |
| O=C(NCCCO)Nc1ccc2nc(-c3ccccc3)c(-c3ccccc3)nc2c1 | 17.0 |
| O=C1CSC2(O1)C1CC3CC(C1)CC2C3 (stereo not drawn) | -27.9 |
| CC(C)(C)c1ccc(/C=C/C(=O)NCc2cccnc2)cc1 | -1.1 |
| Cc1cccc(C)c1NC(=O)C(C)Oc1cccc(Cl)c1 (stereo not drawn) | -25.2 |
| COc1ccc(C2C=C(Nc3ccccc3)C(=O)N2c2ccccc2)c(OC)c1 (stereo not drawn) | 6.5 |
| CCc1c(O)nc(SCC(=O)Nc2cccc3ccccc23)[nH]c1=O | 5.9 |
| CCOC(=O)c1ccccc1NC(=O)CN(c1ccccc1CC)S(C)(=O)=O | 2.1 |
| c1ccc(-c2nnc(-c3ccccn3)nc2-c2ccccc2)cc1 | -19.5 |
| Cc1ccccc1/C=C1\SC(=S)N(Cc2ccccc2)C1=O | -13.1 |
| COc1ccc([N+](=O)[O-])cc1NC(=O)/C=C/c1ccccc1 | -59.8 |
| Cc1cccc(C(=O)Oc2ccc(/C=C3/SC(=S)N(c4ccccc4)C3=O)cc2)c1 | 14.1 |
| CS(=O)(=O)N(CC(=O)Nc1ccccc1Cl)c1ccc(Cl)cc1 | -16.9 |
| C=CCc1cccc(/C=N/NC(=O)c2cc(C(C)(C)C)[nH]n2)c1O | 4.3 |
| CSc1nnc(-c2ccco2)n1-c1ccccc1 | 0.2 |
| Brc1ccccc1OCCCCCCN1CCCCC1 | 3.2 |
| S=c1[nH]c2ccccc2n1CCOc1ccccc1 | -18.6 |
| CC(=O)N1C(=O)/C(=C\C(=O)c2ccc([N+](=O)[O-])cc2)c2ccccc21 | 0.4 |
| C(=N\N1CCN(Cc2cccc3ccccc23)CC1)/c1ccccn1 | 0.8 |
| Cc1ccc(C)c(C(=O)CSc2n[nH]c(-c3ccccc3)n2)c1 | -0.7 |
| COc1cccc(C(=O)N2CCN(Cc3ccc(Cl)cc3)CC2)c1 | -7.7 |
| CCOC(=O)c1c(C)[nH]c(N=Nc2ccccc2C)c1C | -21.9 |

The results go on:
mol | VHR inh color
CCCN(CCC)C(=O)c1ccc(C(=O)c2cc(OC)ccc2OC)cc1 | 2.7
Cc1cc(C(C)(C)C)ccc1OC(=O)Nc1ccccc1 | -4.7
COc1cc(C(=O)N/C(N)=N/c2nc3ccccc3o2)cc(OC)c1OC | -5.7
[O-][n+]1cc(O)c(Br)c2ccccc21 | -6.6
COc1cc2c(cc1NC(=O)c1c(-c3c(Cl)cccc3Cl)noc1C)oc1ccccc12 | -10.9
O=C1NC(=S)N(C(=O)c2ccc(F)cc2)/C1=C/c1ccc(Br)cc1 | 6.1
COc1ccc(Cl)cc1NC(=O)C1=C(C)NC(=O)NC1c1ccc(Br)cc1 (stereo not drawn) | 9.6
Cc1cccc(-n2c(SCC(=O)c3ccccc3)nc3ccccc3c2=O)c1 | -7.8
CCN(CC)c1ccc(/C=C2\SC(=S)NC2=O)c(OC)c1 | -29.7
O=C(COc1ccc2cc(-c3nc4ccccc4s3)c(=O)oc2c1)OCc1ccccc1 | -23.8
CCOc1ccc2nc(SC)nc(C)c2c1 | 4.4
COc1ccccc1-c1coc2cc(OC(=O)c3c(C)cc(C)cc3C)ccc2c1=O | -3.5
COc1cc(C(=O)N2c3ccccc3-c3c(ssc3=S)C2(C)C)cc(OC)c1OC | 10.1
O=C(NC(=S)Nc1ccc2oc(-c3cc(I)ccc3Cl)nc2c1)c1ccco1 | -11.6
O=C1NC(=O)/C(=C\c2ccc(OCc3ccc(F)cc3)cc2)N1 | 24.8
NNC(=O)c1cc(C2CC2)nc2ccc(Br)cc12 | -5.7
O=C(N/N=C/c1ccccn1)c1ccc(O)cc1O | -10.7
Cc1cnn(-c2cc(N/N=C/c3ccccc3)ncn2)c1 | -52.5
O=c1oc2cc(OC/C=C/c3ccccc3)ccc2c2c1CCCC2 | -5.9
CC1=C(C(=O)Nc2ccccc2C)C(c2ccc3c4c(cccc24)CC3)NC(=S)N1 (stereo not drawn) | 5.3
Cc1ccc2[nH]c3nc(N/N=C/c4cccs4)nnc3c2c1 | -14.3
Cc1cc(C)cc(NC(=O)c2ccncc2)c1 | -8.1
C/C(=N\N1CCN(c2ccccc2)CC1)c1ccco1 | -4.9
COC(=O)c1cc(Cl)c(NC(=O)c2cc(OC)c(OC)c(OC)c2)cc1OC | -4.7
O=C(/C=C/c1cccc([N+](=O)[O-])c1)Nc1ccc2nn(-c3ccccc3)nc2c1 | 24.6
CCOc1ccc(CN2CCN(C(=O)c3cccs3)CC2)cc1 | 5.8
NC1=NC(=O)/C(=C/c2cccc(OS(=O)(=O)c3ccc4ccccc4c3)c2)S1 | -14.5
C[n+]1ccc(/C=C/c2ccc3c(c2)OCO3)cc1 | -7.1
O=C(NC(=S)Nc1ccc([N+](=O)[O-])cc1)c1ccc(Cl)cc1 | 16.0
Cc1c(Br)c(C(F)(F)F)nn1CC(=O)NCc1cccs1 | -42.8
Cc1cc(C)c(S(=O)(=O)Nc2ccc(Br)c3cccnc23)c(C)c1 | -7.6
CCN1C(=O)/C(=C/c2ccc(C(C)(C)C)cc2)SC1=S | -23.2
O=C1CSC(=S)N1/N=C/c1c(Cl)cccc1Cl | 13.3
Cc1nnc(Sc2nc(Sc3nnc(C)s3)nc(N3CCN(C)CC3)n2)s1 | -15.5
CC1CCCC(C)N1C(=O)c1ccc(F)cc1F (stereo not drawn) | 11.1
COc1ccc(CCNC(=O)/C=C/c2ccc([N+](=O)[O-])cc2)cc1 | -33.3
Cc1cc(C)c(S(=O)(=O)c2ccccc2C(C)(C)C)c(C)c1 | -2.1
NC(=O)c1cccc(N=Cc2cc(Cl)cc(Cl)c2O)c1 | -5.2
N#C/C(=C\c1ccc(-c2ccccc2)o1)C(=O)Nc1ccc(C#N)cc1 | 6.5
Cc1[nH]nc2c1C(c1cc([N+](=O)[O-])ccc1O)C(C#N)=C(N)O2 (stereo not drawn) | 14.7
S=C(c1ccc(-c2ccccc2Cl)o1)N1CCOCC1 | -21.1
Cc1ccc(C(=O)Nc2c(C(=O)N3CCN(Cc4ccccc4)CC3)cnn2-c2ccccc2)cc1 | -14.7
CC(C)C(=O)Nc1ccc(I)cc1Cl | -0.6
CCc1nn2c(C)c(C)c(C)nc2c1C | -2.9
CC(C)OCC(O)CS(=O)(=O)Cc1ccc(Cl)cc1 (stereo not drawn) | 6.2
C(=N\c1nc2ccccc2n1CCN1CCOCC1)/c1ccc2c(c1)OCO2 | -9.1
CCC(C)(C)C1CCc2c(sc(NC(=O)c3ccccc3Br)c2C(N)=O)C1 (stereo not drawn) | 19.2
Cc1ccc(C(=O)N/N=C/c2ccc(-c3ccc(Br)cc3[N+](=O)[O-])o2)o1 | -25.8
COc1ccc(N2C(=O)CC(=O)NC2=S)cc1 | 8.1
O=C1CC(NC2CCCCC2)C(=O)N1c1ccc(I)cc1 (stereo not drawn) | -8.9
O=C(NN1C(=O)c2ccc([N+](=O)[O-])cc2C1=O)c1cccnc1 | -68.7
O=C(NCCCN1CCOCC1)c1cccc(F)c1 | -5.5
COc1ccc(N(CC(=O)Nc2ccccc2Cl)S(C)(=O)=O)cc1 | -18.8
COc1ccc(CCN=Cc2c(C(F)(F)F)[nH]n(-c3nc4ccccc4s3)c2=O)cc1OC | 9.2
COC(=O)C1=C(C)NC2=C(C(=O)CCC2)C1c1ccc(I)cc1 (stereo not drawn) | -9.6
O=C(COc1ccccc1)NC1CCC(CC2CCC(NC(=O)COc3ccccc3)CC2)CC1 (stereo not drawn) | 5.4
CCC(Sc1nc2ccccc2[nH]1)C(=O)Nc1ccc(S(N)(=O)=O)cc1 (stereo not drawn) | 0.3
CCOC(=O)C1=C(C)NC(=O)/C1=C\c1cccs1 | -9.9
CCN(CC)CCSc1nc(O)c(CC(C)C)c(=O)[nH]1 | -5.0
CCc1ccc(N2C(=O)NC(=O)/C(=C/C=C/c3ccco3)C2=O)cc1 | 2.4

More results follow.
mol | VHR inh color
COc1ccc(C(=O)NCCSc2ccccn2)cc1 | -39.6
Cn1c(=O)n(Cc2ccccc2Cl)c2ccccc21 | 3.1
NC(=O)c1cc(-c2ccc(Cl)cc2)nc2ccc(Br)cc12 | -23.8
O=C(NCCO)C(=O)NCCc1ccccc1 | -1.7
CCOC(=O)N1CCN(C(=O)CN(c2ccc(C)cc2)S(=O)(=O)c2ccc(F)cc2)CC1 | 8.8
COc1ccc(Oc2ccc3[nH]c4c(c3c2)CCC/C4=N/O)cc1 | 0.0
COc1ccc(C(=O)/C=C/Nc2ccc(Br)c(Cl)c2)cc1 | -20.6
Cc1cc(=O)[nH]c(SCC(=O)Nc2ccccc2F)n1 | -12.0
Cc1sc(-c2c(C#N)c(N)nc3c2CCCCC3)cc1Br | -10.5
CN1CCN(C2=C(Cl)C(=O)N(c3cccc(Cl)c3)C2=O)CC1 | 42.4
CCOc1cc(C2CC(=O)NC(C)=C2C(=O)OC)cc(Br)c1OC (stereo not drawn) | -11.5
O/N=C/c1ccc(OCC(O)Cn2c3ccccc3c3ccccc32)cc1 (stereo not drawn) | -15.2
O=C(Nc1ccccc1C(=O)Nc1ccccn1)c1ccccc1F | -10.1
Cc1ccc([N+](=O)[O-])cc1NC(=O)c1ccc(I)cc1 | -20.5
CCOC(=O)C1=C(c2ccccc2)N(C)C(=O)NC1c1ccc2c(c1)OCO2 (stereo not drawn) | -14.9
CC(C)Cn1cc(I)c(=O)n(CC(C)C)c1=O | -8.8
CCN=C1S/C(=C\c2ccc(I)o2)C(=O)N1CC | -2.5
CCOC(=O)C(=O)Nc1sc2c(c1C(=O)OCC)CC(C)(C)OC2 | -14.9

Some of the compounds tested. The share of hits here may be higher or lower than overall.
